Source: PubChem BioAssay
USP2a inh = inhibitors of human ubiquitin-specific protease USP2a; 330,000 compounds, 0.01% hits; O75604; Potency, µM (doses to about 38.3 µM), without a hit: at the highest dose activity change, negative = inhibition, actives largely listed as inhibitors; USP2 core, Ub-CHOP2 coupled fluorogenic reporter, 485/531;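 further: potency means the concentration at half of the fitted maximal effect; plate controls were DMSO wells for no effect and full inhibition by NEM control for full effect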
Target sequence (O75604 whole entry, looked up): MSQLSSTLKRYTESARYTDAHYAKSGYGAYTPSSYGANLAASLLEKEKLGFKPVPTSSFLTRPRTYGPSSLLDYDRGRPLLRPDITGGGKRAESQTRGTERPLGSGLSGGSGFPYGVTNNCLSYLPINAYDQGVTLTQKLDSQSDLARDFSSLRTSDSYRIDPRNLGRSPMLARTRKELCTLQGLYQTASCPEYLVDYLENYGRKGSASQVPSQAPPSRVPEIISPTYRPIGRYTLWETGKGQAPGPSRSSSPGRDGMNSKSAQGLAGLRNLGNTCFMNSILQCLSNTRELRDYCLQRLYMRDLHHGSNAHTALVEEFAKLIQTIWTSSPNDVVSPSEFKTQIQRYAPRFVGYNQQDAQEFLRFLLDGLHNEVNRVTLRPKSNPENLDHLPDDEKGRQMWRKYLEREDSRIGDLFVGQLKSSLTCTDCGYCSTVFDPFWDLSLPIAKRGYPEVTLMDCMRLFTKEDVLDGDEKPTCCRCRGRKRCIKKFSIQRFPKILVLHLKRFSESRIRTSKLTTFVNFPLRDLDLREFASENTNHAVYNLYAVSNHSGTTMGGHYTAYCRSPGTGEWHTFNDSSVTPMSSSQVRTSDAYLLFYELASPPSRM
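USP2 core (10nM final) preincubated 30min RT with compound in 20mM Tris-HCl pH 8.0, 2mM CaCl2, 2mM beta-mercaptoethanol, 0.05% CHAPS; 25nM Ub-CHOP2 plus 25nM reporter substrate added, fluorescence (Ex485/Em531) read after 60min.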
MLL CXXC-DNA inh = inhibitors of human MLL CXXC domain-DNA interaction. MLL-CXXC / FITC-HOXA9 DNA fluorescence polarization. Q03164. Potency, µM (titrated, usually from 115 µM), for inactives: top-dose activity change, negative = inhibition, hits mostly inhibitors. 290,000 compounds, 0.037% hits; active means well fitted inhibition curve with a large enough effect in the polarisation, with a control signal flat, not every such curve was filed as active; inconclusive means small, poorly fitted or top-dose-only effect, or effect the other way, or a change in a side signal; inactive means no such curve, though single readings can be large or run the other way; the % refers to the polarisation; further: potency means the concentration at half of the fitted maximal effect
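Fluorescence polarization: 7 uM MLL-CXXC (stock) preincubated 5 min with compounds, then 50 nM fluorescein-HOX-A9 DNA (stock) added; 30 min ambient. Buffer 50 mM Tris-HCl pH 7.5, 50 mM NaCl, 1 mM DTT, 0.05% BSA.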
Giardia kill = kills Giardia lamblia. Giardia lamblia trophozoite viability. activity change, % at 7.66 µM, hits read low. 340,000 compounds, 0.15% hits. AID 540267; in the data active means activity change below about -80%; inconclusive means between about -30% and that limit;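 further: parasites exposed to compound for two days anaerobically before the ATP read; on the % scale 0 is the no-effect control and ±100 the full control effect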
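Giardia trophozoites, 100 cells per well, were exposed to compounds for 48 hrs at 37 deg C under anaerobic conditions; viability was then read as ATP content by bioluminescence after 15-30 min at room temperature.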
TRPV1 agonist = agonists of human vanilloid receptor 1 (TRPV1); 320,000 compounds, 0.19% hits; Q8NER1; activation, % at 8.33 µM; TRPV1-expressing cells, Fluo-8 calcium influx, agonist mode; in the data active means activation above about 80%; inconclusive means between about 30% and that limit; further: 0% is about no effect
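TRPV1-expressing cells were cultured overnight at 35.5C and loaded with Fluo-8 calcium dye for 40 to 90 min at room temperature. After a 10 s baseline, compound was added and calcium influx was read kinetically for 3 min (ex 480/em 520 nm).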
GALK inhibitor = inhibitors of human galactokinase; P51570; Purified GALK, Kinase-Glo residual ATP luminescence; Potency, µM (series often up to 57.5 µM), inactives show at the highest dose activity change, negative = inhibition, actives largely listed as inhibitors; 270,000 compounds, 0.007% hits; further: potency means the concentration at half of the fitted maximal effect; on the % scale 0 is the no-effect control and ±100 the full control effect
Target sequence (P51570 whole entry, looked up): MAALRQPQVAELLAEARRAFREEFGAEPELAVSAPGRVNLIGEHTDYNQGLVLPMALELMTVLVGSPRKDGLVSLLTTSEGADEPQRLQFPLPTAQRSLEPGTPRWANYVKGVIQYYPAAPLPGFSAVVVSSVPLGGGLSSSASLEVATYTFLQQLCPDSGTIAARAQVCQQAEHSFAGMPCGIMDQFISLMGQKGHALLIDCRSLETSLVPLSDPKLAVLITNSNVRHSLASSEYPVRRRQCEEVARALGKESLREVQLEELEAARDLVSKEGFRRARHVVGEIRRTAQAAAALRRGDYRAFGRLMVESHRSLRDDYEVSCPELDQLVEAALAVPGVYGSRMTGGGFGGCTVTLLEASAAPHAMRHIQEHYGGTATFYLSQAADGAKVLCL
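Kinase-Glo Plus luminescence measured ATP left after a 1 h room-temperature reaction. The reaction used 5 nM GALK, 100 uM galactose and 35 uM ATP at pH 8.0 (20 mM HEPES, 5 mM MgCl2, 60 mM NaCl, 1 mM DTT, 0.01% BSA).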
Menin-MLL TR inh = inhibitors of human menin-MLL interaction, mutant MLL peptide; Potency, µM (top dose mostly 61.6 µM), without a hit: at the highest dose FP activity change, negative = inhibition, usual class: inhibitors; AID 1768; 270,000 compounds, 0.23% hits; Menin + Texas Red MLL mutant peptide, fluorescence polarization; active means well fitted inhibition curve with a large enough effect in the polarisation, with a control signal flat, not every such curve was filed as active; inconclusive means small, poorly fitted or top-dose-only effect, or effect the other way, or a change in a side signal; inactive means no such curve, though single readings can be large or run the other way; the % refers to the polarisation; further: potency means the concentration at half of the fitted maximal effect; % of control where 0% means no effect; many of its hits are not listed in these tables
hERG WT inh = inhibitors of human wildtype KCNH2 potassium channel | Q12809 | U2OS, BacMam KCNH2, thallium flux FluxOr; stronger effect = lower value | activity change, % at 1.84 µM | 340,000 compounds, 0.37% hits;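 active means maximum activity change below -70%; inconclusive means maximum activity change between -70% and -50%; inactive means maximum activity change above -50%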; further: on the % scale 0 is the no-effect control and ±100 the full control effect
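U2OS cells were transduced with wild-type KCNH2 virus (2.03 x 10^8 / mL) for 4 h at room temperature, then cultured overnight at 37 C. Thallium flux was read with FluxOr dye. Rate constants were normalized to DMSO controls.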
B2AR arrestin = recruits beta-arrestin to the human beta2-adrenergic receptor. P07550. beta-arrestin recruitment to beta2AR, cell-based reporter. Potency, µM (titrated, usually from 46.1 µM), without a hit: top-dose activation, most hits filed as activators. 330,000 compounds, 0.02% hits. AID 492947;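 further: potency means the concentration at half of the fitted maximal effect; 0% = DMSO controls and full agonism = EC100 isoproterenol or metaproterenol; nearly all actives have a fitted effect of over 65% in size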
PKM2 activator = PKM2 (human) enzyme activation; purified PKM2, Kinase-Glo ATP luminescence, activation; response scale: 0% is enzyme alone, no compound; P14618; 260,000 compounds, 0.34% hits; Potency, µM (titrated, usually from 57.5 µM), without a hit: top-dose activation, actives largely listed as activators; further: potency means the concentration at half of the fitted maximal effect; on the % scale 0 is the no-effect control and ±100 the full control effect; nearly all actives have a fitted effect of over 55% in size
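Kinase-Glo luminescence reports ATP generated from ADP (0.1 mM) and PEP (0.5 mM) by purified hPK-M2 after 1 h at room temperature, pH 7.2 imidazole buffer; intermediate enzyme activity allows detecting inhibitors and activators.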
FBPA coupling cs = counter-screen for Giardia aldolase inhibitors: coupling enzyme system; coupling enzyme system counterscreen, AmpLite Red fluorescence; activity change, negative = inhibition, % at 58.2 µM, hits read low; 290,000 compounds, 0.67% hits; in the data active means activity change below about -30%; further: on the % scale 0 is the no-effect control and ±100 the full control effect
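Coupling enzymes only (glyceraldehyde-3-phosphate) + compound, at 57.5 uM final, 10 min RT; add substrate/coupling/AmpLite Red mix, 20 min RT; fluorescence ex 525/em 598 nm. Actives flag coupling-system interference.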
KCNH2 3.1 block = blocks the human KCNH2 3.1 channel isoform; 340,000 compounds, 0.95% hits; AID 720553; U2OS KCNH2 3.1, thallium flux FluxOr; stronger effect = lower value; activity change, % (tested at about 1.8 µM);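 active means maximum activity change below -70%; inconclusive means maximum activity change from -70% to -50%; inactive means maximum activity change above -50%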;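 further: thallium influx rate constant from kinetic fluorescence after stimulation buffer; on the % scale 0 is the no-effect control and ±100 the full control effect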
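Thallium flux read-out: FluxOr dye with Red40 quencher in HBSS/HEPES, 45 min at RT. Rate constants from kinetic reads were normalized to positive and negative DMSO controls. Cells: U2OS virally expressing the 3.1 isoform.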
* hit, by the source's call; ? = inconclusive; . = not tested or not shown; & = joins results of further samples; [ ] = dose if it differs, or a comment. Unless noted, the call rests on the fitted dose curve; in most records, active means well fitted curve in the direction sought with a large enough effect; inconclusive means small, poorly fitted or top-dose-only effect, or another doubt; inactive means no such curve, though single readings can be large; an effect the other way counts as inactive or inconclusive.

SMILES	USP2a inh	MLL CXXC-DNA inh	Giardia kill	TRPV1 agonist	GALK inhibitor	Menin-MLL TR inh	hERG WT inh	B2AR arrestin	PKM2 activator	FBPA coupling cs	KCNH2 3.1 block
C#CCOCCOCCOCCNc1nc(N2CCN(C(=O)[C@H](CCC(=O)O)n3cc(C(N)[C@H](C)CC)nn3)CC2)nc(N2CCN(C(=O)[C@H](Cc3ccc(O)cc3)n3cc(C(N)[C@H](C)CC)nn3)CC2)n1 (stereo not given in full)	2%	-24%	-26	-4	1%	-8%	-9	0.1%	-2%	5	-19
CC1CCCC(NC(=O)C2CCC(CNc3c(N4CCCC4)c(=O)c3=O)CC2)C1C (stereo not given)	0%	3%	-8	-6	-2%	.	-1	-0.8%	-4%	8	6
CCCC(=O)Nc1ccc(C(=O)NNC(=O)c2ccco2)cc1	3%	1%	11	0	-3%	-1%	-9	0.2%	6%	4	-2
COc1cc(/C=C/C(=O)O)cc(S(=O)(=O)Nc2cc(Cl)c(Cl)cc2Cl)c1OC	0%	-24%	?	2	.	.	-6	-0.1%	4%	4	3
CCc1ccccc1Nc1nc(N)nc(COC(=O)c2cccn2C)n1	3%	-1%	-4	3	1%	-1%	0	0.1%	0%	1	10
CCCCN1CNC(=S)N(c2cc(C)ccc2C)C1	3%	3%	-9	1	5%	-3%	-14	-0.4%	1%	3	8
Cc1nn(Cc2cccc(F)c2)c(C)c1NC(=O)c1c(Cl)cnn1C	0%	12%	-13	2	1%	-4%	7	-0.3%	0%	1	16
COc1ccc(C(CNC(=O)COc2ccc(Cl)cc2C)N2CCCCC2)cc1 (stereo not given)	3%	3%	-6	0	-2%	.	3	0.0%	.	.	7
CCOC(=O)c1cc(-c2ccc(OC)cc2)n(CCC(=O)NCCN2CCC(C)CC2)c1C	0%	-3%	-27	-3	-2%	-19%	-13	-0.1%	-1%	2	-18
Nc1nnc(SCC(=O)OCC(=O)c2ccccc2)s1	-4%	10%	-6	5	12%	-6%	5	0.0%	1%	1	-9
CN(CC(=O)Nc1ccc(Cl)cc1)C(=O)c1ccc(N2CCCC2=O)cc1	3%	.	-4	-2	.	.	14	-0.5%	.	.	44
COCc1cc(C)nc(SCC(=O)Nc2cccc(C)c2)c1C#N	-4%	2%	-3	3	-3%	6%	-4	-0.2%	-19%	2	-8
Cn1nc(C(=O)OCC(=O)c2ccc(Cl)cc2)c2ccccc2c1=O	1%	.	-5	.	.	.	-17	-0.3%	.	.	-22
CCOC(=O)c1csc(NC(=O)CSc2nnnn2-c2ccc(OCC)cc2)n1	-1%	-1%	8	7	2%	-22%	12	-1.2%	0%	1	-4
O=C(COC(=O)c1ccc[nH]c1=O)NCC1CCCO1 (stereo not given)	3%	1%	-3	-1	2%	27%	3	-0.1%	4%	3	12
CCC(C(=O)NCCCN1CCN(C)CC1)n1nc(C)n2c(cc3occc32)c1=O (stereo not given)	-2%	-1%	4	-1	2%	19%	-31	-0.4%	.	-1	-4
C[C@@H](C(=O)Nc1ccc2ccccc2c1)[C@H]1C[C@]1(C)[C@H](NC(=O)c1cccnc1)c1ccccc1	2%	3%	2	26	.	27%&21%	-6	-0.6%	-1%&0%	0&0	-18
CCCCCN(C(=O)NC(=O)Nc1ccccc1C)S(C)(=O)=O	0%	-5%	3	2	6%	0%	7	-0.1%	1%	1	-6
COCCCNc1nc2cc(OC)c(OC)cc2c2nc(-c3ccccc3)nn12	0%	-2%	-10	?	3%	-21%	24	-0.9%	.	1	-2
Cc1nn(C)cc1CNC(=O)/C=C/c1cnn(C)c1	1%	0%	-2	-1	3%	7%	3	0.4%	2%	1	3
CN1CCN(CCNC(=O)Cn2c(=O)c3cccn3c3ccc(F)cc32)CC1	4%	5%	13	1	3%	.	-8	-0.3%	.	.	9
NC(=O)NC(CC(=O)N1CCc2ccccc2C1)c1ccc(Cl)cc1 (stereo not given)	-4%	7%	6	0	10%	0%	1	-0.2%	-10%	1	12
CSc1nc(C(C)C)ccc1CNC(=O)CC(C)c1ccccc1 (stereo not given)	-6%	-5%	-4	?	-2%	-20%	3	-0.5%	.	-1	-9
CCCCOc1nc2c(c(=O)n(C)c(=O)n2C)n1C	1%	-6%	-9	4	0%	-1%	1	3.0%	4%	-5	-1
COc1cc(OC)cc(C(=O)N[C@H](C(=O)NC23CC4CC(CC(C4)C2)C3)C(C)C)c1	-2%	4%	-28	8	-3%	.	-24	0.0%	-2%	0	-8
COc1ccc(N2CC(C(=O)Nc3nnc(SCC(=O)NC(C)(C)C)s3)CC2=O)cc1 (stereo not given)	2%	25%	-14	-5	8%	7%	2	-0.4%	-2%	4	4
CCN(C[C@H]1N[C@@](CC)(C(=O)OC)[C@H]2C(=O)N(Cc3ccccc3)C(=O)[C@@H]12)C(=O)c1ccccc1	0%	.	-14	.	.	.	0	-1.2%	.	.	-5
COc1cccc(C(=O)N2CCN(S(C)(=O)=O)CC2)c1	1%	1%	13	0	0%	6%	3	0.1%	3%	2	4
CCCCN(C(=O)CCNC(=O)NC12CC3CC(CC(C3)C1)C2)c1c(N)n(CCCC)c(=O)[nH]c1=O	3%	.	-11	0	.	.	-11	-0.3%	.	.	-3
Cc1ccc(N=C2C(=O)Nc3ccc(C)c(Br)c32)cc1	-1%	9%	2	-4	.	21%	-10	0.2%	.	-5	2
Cc1nc(N2CCN(c3ccccn3)CC2)c2c(C)c(C(=O)Nc3ccc(F)cc3Cl)sc2n1	1%	5%	-2	3	-4%	.	-33	-0.4%	.	.	-88*
O=C1CCCC2=C1C(c1ccccc1)C1C(=O)c3ccccc3C1=N2 (stereo not given)	-2%	1%	-16	30	-1%	?	-18	-0.6%	-1%	-22	-4
CCC(CC)NC(=O)COC(=O)c1cccc(C)c1O	2%	?	-13	1	2%	3%	-10	2.5%	6%	3	3
O=C(COc1ccc(Cl)cc1)NC1CC1	0%	2%	-4	3	8%	.	13	0.1%	-10%	.	2
CCCCn1c(N)c(N(CCC(C)C)C(=O)C2=NN(c3ccccc3)C(=O)CC2)c(=O)[nH]c1=O	-2%	.	-12	0	.	.	-3	0.2%	.	.	-2
O=C(CCN1C(=O)C2C3C=CC(C3)C2C1=O)Nc1ccc(F)cc1 (stereo not given)	1%	2%	3	6	2%	5%	5	-0.9%	-7%	1	10
O=C(CSCc1ccc(Cl)cc1)Nc1ccc(O)cc1C(=O)O	-1%	-16%	-3	-2	3%	10%	-4	-0.4%	0%	13	-4
CC(=O)c1cccc(NC(=O)c2cccc(S(=O)(=O)N3CCOCC3)c2)c1	1%	?	-1	-8	-1%	3%	-3	-1.1%	.	-2	-15
COc1cc([C@@H]2CC=C(C(=O)O)[C@H](c3ccccc3F)N2S(=O)(=O)c2ccc(C)cc2)cc(OC)c1OC	2%	.	-14	-2	.	.	0	-0.3%	.	.	12
CC(=O)NC(C)C12CC3CC(CC(CC(=O)O)(C3)C1)C2 (stereo not given)	0%	-7%	3	-7	3%	-1%	5	-0.2%	-22%	2	1
CCN1C(=NCC2CC2)N[C@@H](c2ccccc2)C(C(=O)OC)=C1C	6%&-4%	1%	36[activator]	0	.	2%	19	-0.1%&0.3%	16%	2	-8
CC(C)=CC(=O)NCCc1ccccc1	.	5%	23	16	0%	1%	-4	.	-3%	0	-4
COc1ccc(S(=O)(=O)N2CCC(c3cc(-c4cccc5ccccc45)n[nH]3)CC2)cc1	0%	34%[activator]	10	3	1%	?	-1	0.0%	-6%	-4	-11
COc1ccccc1CN(C(=O)CNC(=O)c1ccco1)C(C(=O)NCC1CCCO1)c1ccc(OC)c(OC)c1 (stereo not given)	9%	14%	2	-2	6%	?	0	-0.7%	.	1	-43
OCCCCc1nccc2c1[nH]c1ccccc12	0%	12%	14	30	1%	14%	7	-1.6%	-4%	1	-9
CCOC(=O)N1CCC(NC(=O)CS(=O)(=O)Cc2nc(-c3ccccc3Cl)oc2C)CC1	0%	8%	16	-2	7%	-9%	2	-1.1%	1%	1	5
CC(=O)c1nnn(-c2c(F)cccc2F)c1C	10%	-2%	7	1	1%	.	-1	-0.2%	5%	-2	-17
Cc1ccc(NC=C(S(=O)(=O)c2ccccc2)S(=O)(=O)c2ccccc2)cc1	3%	10%	-21	1	0%	-14%	4	-0.7%	-18%	-3	-16
Cc1cc(C)cc(NC(=S)/C(=C(\[O-])c2ccc(Cl)s2)[n+]2cccc(C)c2)c1	-1%	5%	17	-2	1%	7%	-10	-0.5%	4%	-4	7

An excerpt. The share of hits here may be higher or lower than overall.
